High-throughput results (PubChem)
B2AR arrestin – qHTS assay of beta-arrestin-biased ligands of beta2-adrenergic receptor. Beta-2 adrenergic receptor (Homo sapiens), P07550. beta-arrestin recruitment to beta2AR, cell-based reporter. Potency, µM (top dose mostly 46.1 µM), for the others: top-dose activation, hits mostly activators. 0.02% of 330,000 active;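 note: potency is the fitted concentration of half-maximal effect; 0% = DMSO controls and full agonism = EC100 isoproterenol or metaproterenol; nearly all actives have a fitted effect of over 65% in size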
TRPV1 agonist – HTS Assay for Compounds that Act as Agonists of the Vanilloid Receptor 1 | AID 540275, 2011 | activation, % at 8.33 µM | 0.19% of 320,000 active | TRPV1-expressing cells, Fluo-8 calcium influx, agonist mode | Transient receptor potential cation channel subfamily V member 1 (Homo sapiens), Q8NER1; in the data active = activation above about 80%; inconclusive = between about 30% and that limit; note: 0% is about no effect
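Fluo-8 calcium influx in TRPV1-expressing cells, kinetic read (ex 480/em 520 nm). Compound added and read 3 min for agonist activity, followed by capsaicin at EC20 final and 2 min further read for enhancement.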
A-T KAP1 phos – qHTS Assay for Identifying a Potential Treatment of Ataxia-Telangiectasia. […] A-T fibroblasts, KAP-1 phosphorylation AlphaLISA; neocarzinostatin DNA damage 30 min before lysis. Potency, µM (top dose mostly 57.5 µM), for the others: top-dose activation, hits mostly activators. AID 485349, 2010. 0.19% of 320,000 active; note: potency is the fitted concentration of half-maximal effect; % of control where 0% means no effect; nearly all actives have a fitted effect of over 45% in size
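hTERT-immortalized A-T patient fibroblasts ([…]), 500 cells/well in OPTI-MEM, 1% FBS, got compounds for 60 min, then NCS for 30 min at 37C. Lysates were then assayed for phospho-KAP-1 by AlphaLISA (anti-pKAP1 donor, anti-KAP1 acceptor beads), 6 hr at 25C.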
PTAP TSG101 blk – qHTS Assay for Iinhibitors of HIV-1 Budding by Blocking the Interaction of PTAP/TSG101; 340,000 tested, under 10 active; Tumor susceptibility gene 101 protein (Homo sapiens), Q99816; Fluorescence polarization, FITC-PTAP peptide / Tsg101 binding; Potency, µM (highest dose often 115 µM), without a hit: top-dose activity change, negative = inhibition, hits mostly inhibitors; active = well fitted inhibition curve with a large enough effect in the main read-out, with a control signal flat, not every such curve was filed as active; inconclusive = small, poorly fitted or top-dose-only effect, or effect the other way, or a change in a side signal; inactive = no such curve, though single readings can be large or run the other way; note: potency is the fitted concentration of half-maximal effect; % of control where 0% means no effect
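Fluorescence polarization binding of Tsg101 binding domain (10 uM final) to FITC-labeled PTAP peptide (50 nM final) in HEPES pH 7.5 buffer with NaCl, Tween 20, EDTA, TCEP. Compounds added before peptide; binding 20 min at RT.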
CXXC DNA block – qHTS Fluorescence Polarization Assay for Inhibitors of MLL CXXC domain - DNA interaction | Histone-lysine N-methyltransferase 2A (Homo sapiens), Q03164 | 0.037% of 290,000 active | MLL-CXXC / FITC-HOXA9 DNA fluorescence polarization | Potency, µM (highest dose often 115 µM), for the others: at the top dose activity change, negative = inhibition, hits mostly inhibitors; active = well fitted inhibition curve with a large enough effect in the polarisation, with a control signal flat, not every such curve was filed as active; inconclusive = small, poorly fitted or top-dose-only effect, or effect the other way, or a change in a side signal; inactive = no such curve, though single readings can be large or run the other way; the % refers to the polarisation; note: potency is the fitted concentration of half-maximal effect
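Fluorescence polarization: 7 uM MLL-CXXC (stock) preincubated 5 min with compounds, then 50 nM fluorescein-HOX-A9 DNA (stock) added; 30 min ambient. Buffer 50 mM Tris-HCl pH 7.5, 50 mM NaCl, 1 mM DTT, 0.05% BSA.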
TCR activator – Activators of T cell receptors: qHTS campaign. primary human leukocytes, anti-CD3, IL-2 HTRF, 48 h. Potency, µM (highest dose often 9.22 µM), without a hit: at the top dose activation of IL-2 secretion, hits mostly activators. 330,000 tested, under 10 active; note: % of control where 0% means no effect
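Readout: HTRF IL-2, Eu-cryptate/d2 antibody pair, 320nm excitation, 665nm emission. Stimulus: a-CD3 beads, no co-stimulation. Cells: primary human leukocytes. Exposure: 48 hr with compound.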
ELG1 DNA repair – qHTS screen for small molecules that inhibit ELG1-dependent DNA repair in human embryonic kidney (HEK293T) cells expressing luciferase-tagged ELG1; HEK293T ELG1-luciferase reporter, luminescence, 16 h; DNA damage induced by 5-fluorouridine; Potency, µM (top dose mostly 46.1 µM), for inactives: top-dose activity change, negative = inhibition, actives largely listed as inhibitors; 2.3% of 330,000 active; note: potency is the fitted concentration of half-maximal effect; % is set by controls: 0 for no effect and ±100 for the full control effect; nearly all actives have a fitted effect of over 55% in size
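5-Fluorouridine DNA damage + compound/DMSO, 2,000 cells/well, 16 h, 37 °C/5% CO2. ONE-Glo, 30 min RT, luminescence. Readout = decrease in reporter signal.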
p53 reactivation – qHTS assay for re-activators of p53 using a Luc reporter; H1299 p53-A138V BP100-luciferase reporter, luminescence, 24 h; 0.063% of 320,000 active; AID 504706, 2011; Potency, µM (top dose mostly 92.2 µM), without a hit: at the top dose activity change, positive = activation, actives largely listed as activators; note: potency is the fitted concentration of half-maximal effect; % of control where 0% means no effect; nearly all actives have a fitted effect of over 45% in size
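H1299 (p53-null), stable ts p53-A138V + BP100-Luc; 1000 cells/well, Opti-MEM/10% FBS; cpd 4 pt, 1:5; 24 h, 37 deg C, 5% CO2; detection reagent 10 min RT; luminescence.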
BRCA1 expr up – qHTS Assay to Identify Small Molecule Activators of BRCA1 Expression; 1.1% of 380,000 active; Potency, µM (highest dose often 46.1 µM), without a hit: top-dose activation, hits mostly activators; MCF7-BRCA1-FFLuc reporter, luminescence, 48 h; response scale: scaled: vehicle 0%, 10 µM genistein 100%; note: potency is the fitted concentration of half-maximal effect; nearly all actives have a fitted effect of over 80% in size; some results filed as inactive show a strong effect at the top dose
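MCF7-BRCA1-FFLuc cells, 2000/well in phenol-red-free MEM, attached 2 h then treated 48 h at 37 C. Luciferase luminescence read 15 min after reagent; normalized to genistein maximum activation (10microM) and DMSO, concentration-response fitted.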
Integrin act MD – qHTS for Activators of Integrin-Mediated Alleviation for Muscular Dystrophy. AID 624291, 2012. alpha7betagal myoblasts, beta-gal FDG fluorescence, 48 h. Potency, µM (doses to about 38.3 µM), without a hit: at the highest dose activation, usual class: activators. 0.064% of 350,000 active;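 note: potency is the fitted concentration of half-maximal effect; 100% = response of the positive control SU9516; nearly all actives have a fitted effect of over 60% in size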
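alpha7betagal+/- myoblasts (passage 13, 250/well) treated 48 h at 37C with compounds at 1:260 dilution of DMSO stock. Lysed, then beta-galactosidase activity read as FDG fluorescence (ex 480/em 540) after 30 min, with pre-read for autofluorescence.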
The depositor's hits bear a star; ? = inconclusive; . = not tested or not shown; [ ] = dose if it differs, or a comment. Unless noted, calls come from the whole dose curve; as a rule, active = well fitted curve in the direction sought with a large enough effect; inconclusive = small, poorly fitted or top-dose-only effect, or another doubt; inactive = no such curve, though single readings can be large; an effect the other way counts as inactive or inconclusive.

SMILES	B2AR arrestin	TRPV1 agonist	A-T KAP1 phos	PTAP TSG101 blk	CXXC DNA block	TCR activator	ELG1 DNA repair	p53 reactivation	BRCA1 expr up	Integrin act MD
O=C(Nc1nsc(-c2ccccc2)n1)c1ccc(F)cc1	0.7%	?	2%	-5%	15%	-5%	?	14%	11µM*	15%
O=C(CCc1nc(-c2ccc(Cl)cc2)no1)NC1CCCCC1	0.3%	14	4%	-2%	14%	2%	8%	-7%	-20%	9%
COc1ccc(CNC(=O)C(OC(=O)c2ccco2)c2ccccc2)cc1 (configuration not stated)	0.0%	11	1%	0%	?	2%	15%	-1%	24%	-9%
CC(C)(C)OC(=O)N1CC(O)CC1C(=O)OCC(=O)c1ccc(Cl)cc1 (configuration not stated)	-2.0%	0	11%	-8%	-5%	-1%	2%	-11%	0%	16%
C[C@@H]1OC(Nc2ccc(N=Nc3ccccc3)cc2)[C@H](O)[C@H](O)[C@H]1O (some centres not stated)	-0.8%	-1	-4%	1%	-17%	-6%	0%	2%	56%	9%
CCOC(=O)C1(Cc2ccccc2C)CCCN(S(=O)(=O)c2cccnc2)C1 (configuration not stated)	-0.2%	18	0%	-1%	-9%	-63%	?	-4%	2%	0%
Cc1cc(C)n(CC(=O)NC2CCCc3c2cnn3-c2ccc(C)c(C)c2)n1 (configuration not stated)	-0.8%	1	2%	-3%	30%	-8%	?	?	78%	-20%
COc1ccccc1N1CCN(S(=O)(=O)c2c(C)[nH]c(=O)[nH]c2=O)CC1	0.0%	1	-3%	-1%	5%	-9%	4%	-3%	2%	27%
CCOC(=O)c1c(-c2ccccc2)oc2ccc(OC(C)=O)cc12	-0.2%	12	7%	-12%	-3%	.	-17%	-4%	2%	0%
COC(=O)c1cc2n(n1)CCN(Cc1ccccc1F)C2=O	0.0%	-2	23%	-2%	10%	3%	7%	-15%	14%	-25%
Cc1ccc(Cn2c(=S)[nH]c3ccc(N4CCOCC4)cc3c2=O)o1	0.6%	-9	3%	-2%	-4%	5%	-21%	?	34%	-57%[inhibitor]
Cc1ccc(S(=O)(=O)Nc2nc3ccccc3nc2NCc2ccc3c(c2)OCO3)cc1C	0.1%	21	5%	-1%	5%	2%[46.1 µM]	0%	5%	13%	3%
CCN(C[C@H]1N[C@@](C)(C(=O)OC)[C@H]2C(=O)N(C)C(=O)[C@@H]12)C(=O)Nc1ccc(OC)cc1	-1.9%	.	7%	1%	.	-5%	19%	1%	2%	29%
O=C(CSc1nnc(-c2cnccn2)n1Cc1ccco1)c1ccc(Cl)c(Cl)c1	-1.0%	.	32%	-5%	-9%	1%	0%	-4%	6%	-14%
COc1ccccc1NC(=O)CN1CCN(CC(=O)Nc2ccc(OC)c(OC)c2)CC1	0.5%	-2	1%	-9%	5%	2%	-27%	-2%	7%	1%
COc1ccc(OC)c(NC(=O)CN(C)CC(=O)Nc2ccccc2Br)c1	0.2%	16	9%	-1%	-8%	6%	?	-4%	22%	1%
Cc1cc(C)c(-n2nnnc2SC(C)C)c(C)c1	-1.0%	13	6%	1%	6%	-4%[46.1 µM]	14%	-9%	-17%	-27%
CCOC(=O)C1=C(O)/C(=C\c2cccs2)N=C1C	0.2%	1	-3%	-4%	19%	-3%[46.1 µM]	17%	-2%	-14%	0%
CC(=O)c1cccc(S(=O)(=O)Nc2ccccc2N2CCOCC2)c1	0.0%	.	1%	1%	.	4%	24%	-2%	-1%	-4%
NNC(=O)c1oc2ccccc2c1-n1cccc1	-0.3%	0	-1%	-4%	0%	1%	?	4%	-57%	-29%

Random excerpt: 2 records from the list.
SMILES	B2AR arrestin	TRPV1 agonist	A-T KAP1 phos	PTAP TSG101 blk	CXXC DNA block	TCR activator	ELG1 DNA repair	p53 reactivation	BRCA1 expr up	Integrin act MD
Cc1cc(C)c(-n2nnnc2SC(C)C)c(C)c1	-1.0%	13	6%	1%	6%	-4%[46.1 µM]	14%	-9%	-17%	-27%
COc1ccc(OC)c(NC(=O)CN(C)CC(=O)Nc2ccccc2Br)c1	0.2%	16	9%	-1%	-8%	6%	?	-4%	22%	1%

In a second layout: four of the compounds above.
CCN(C[C@H]1N[C@@](C)(C(=O)OC)[C@H]2C(=O)N(C)C(=O)[C@@H]12)C(=O)Nc1ccc(OC)cc1
  B2AR arrestin = -1.9% | TRPV1 agonist = . | A-T KAP1 phos = 7% | PTAP TSG101 blk = 1% | CXXC DNA block = . | TCR activator = -5% | ELG1 DNA repair = 19% | p53 reactivation = 1% | BRCA1 expr up = 2% | Integrin act MD = 29%

CCOC(=O)C1=C(O)/C(=C\c2cccs2)N=C1C
  B2AR arrestin = 0.2% | TRPV1 agonist = 1 | A-T KAP1 phos = -3% | PTAP TSG101 blk = -4% | CXXC DNA block = 19% | TCR activator = -3%[46.1 µM] | ELG1 DNA repair = 17% | p53 reactivation = -2% | BRCA1 expr up = -14% | Integrin act MD = 0%

Cc1ccc(Cn2c(=S)[nH]c3ccc(N4CCOCC4)cc3c2=O)o1
  B2AR arrestin = 0.6% | TRPV1 agonist = -9 | A-T KAP1 phos = 3% | PTAP TSG101 blk = -2% | CXXC DNA block = -4% | TCR activator = 5% | ELG1 DNA repair = -21% | p53 reactivation = ? | BRCA1 expr up = 34% | Integrin act MD = -57%[inhibitor]

NNC(=O)c1oc2ccccc2c1-n1cccc1
  B2AR arrestin = -0.3% | TRPV1 agonist = 0 | A-T KAP1 phos = -1% | PTAP TSG101 blk = -4% | CXXC DNA block = 0% | TCR activator = 1% | ELG1 DNA repair = ? | p53 reactivation = 4% | BRCA1 expr up = -57% | Integrin act MD = -29%

Next section:
SMILES	B2AR arrestin	TRPV1 agonist	A-T KAP1 phos	PTAP TSG101 blk	CXXC DNA block	TCR activator	ELG1 DNA repair	p53 reactivation	BRCA1 expr up	Integrin act MD
CCOc1ccc(-c2cc(C(=O)O)c3ccccc3n2)cc1	-0.3%	1	-1%	-8%	4%	-3%	?	9%	-40%	8%
Cn1c(=O)c2c(nc(Sc3ccccc3N)n2C)n(C)c1=O	-0.4%	-1	-2%	1%	46%[activator]	4%	1%	2%	-17%	?
Cc1cc(C)n(-c2ccc(C(=O)N3CCN(S(=O)(=O)c4ccc(C(C)C)cc4)CC3)cc2)n1	0.0%	-1	-3%	-7%	.	-1%	-29%	3%	-32%	-12%
CCN(CC)CCCN1C(=O)C(=O)/C(=C(/O)c2ccc3c(c2)CC(C)O3)C1c1ccncc1 (configuration not stated)	-0.2%	1	5%	.	-9%	.	6%	4%	.	.
CCCCCCC12CCC(C(=O)O)(CC1)CC2	-1.0%	0	.	.	-1%	-9%[46.1 µM]	-2%	-3%	.	.
CCN1C(=O)CC(N2CCC(Nc3ccc(F)cc3)CC2)C1=O (configuration not stated)	0.0%	2	-3%	0%	-3%	-4%	15%	1%	-1%	-17%
COc1cc(CN(C(=O)c2cc3ccccc3oc2=O)C2CCS(=O)(=O)C2)cc(OC)c1OC (configuration not stated)	0.3%	1	1%	-5%	10%	3%	8%	?	1%	?
O=C(CN(Cc1cccs1)C(=O)CNS(=O)(=O)c1ccc(Cl)cc1)NCc1ccco1	-0.7%	0	0%	0%	5%	-3%	11%	-9%	-6%	2%
CN(C(=O)/C=C/c1ccco1)c1ccccc1C(=O)O	-0.1%	-3	-2%	-5%	4%	6%	8%	1%	0%	-40%
COC(=O)c1ccccc1NC(=S)NC(=O)c1ccc2c(c1)OCO2	-0.9%	?	19%	0%	111%[activator]	-8%	20%	16%	-23%	16%
COc1ccc(Cc2nc(-c3ccccc3)no2)cc1	0.3%	14	10%	-3%	-1%	.	?	21%	11µM*	-1%
O=C1CNC(=O)/C1=C/c1ccc(Br)cc1	-0.1%	-4	-16%	-8%	?	4%	14%	-4%	1%	6%
CCOC(=O)c1[nH]c(C)c(C(=O)NC(C)CC)c1C (configuration not stated)	-0.3%	-3	5%	1%	-18%	-1%	-1%	-1%	19%	-2%
O=C(CCN1C(=O)c2ccccc2S1(=O)=O)NCc1ccc(F)cc1	0.0%	-2	-2%	-2%	.	0%	13%	-3%	-18%	0%
O=C(O)c1ccccc1-c1ccccc1C(=O)Nc1cccc2ccccc12	-0.4%	-2	1%	-9%	2%	-4%	-4%	-8%	-7%	-9%
